High-throughput results from PubChem BioAssay.
GPR35 arrestin U2OS: GPR35 antagonists blocking zaprinast-driven arrestin recruitment, primary screen, imaging, U2OS, beta-arrestin-GFP, zaprinast agonist (AID 2058); one-dose inhibition, % at 10 µM; IC50 in µM for titrated hits; hit rate 0.052% among 290,000; U2OS GPR35 beta-arrestin-GFP translocation imaging, zaprinast antagonism; higher % means a stronger effect;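 active = inhibition of at least 50% with at least 30 cells and total cytoplasm GFP at most 10,000,000; inconclusive = under 30 cells or total GFP of 10,000,000 plus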
UTI89 phage lysis: inhibition of K1F phage lysis, E. coli UTI89, bacterial capsule biogenesis inhibitors, alamar blue (AID 488966); E. coli UTI89 K1F phage lysis, alamar blue, 2 h; higher % means a stronger effect; inhibition, % at 100 µM; hits with a dose series show IC50 in µM; hit rate 0.02% among 340,000;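 active = phage lysis inhibition, versus mean bacterial control, above a set limit; inconclusive = no clear call, values can overlap the other calls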;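 note: capsule biogenesis inhibitors block K1F phage lysis so surviving cells raise fluorescence; higher fluorescence means more inhibition of phage lysis; actives were called in the ten point dose series up to 300 µM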
HIV peptide binding: cell-free HIV fusion peptide-binding blockers – biochemical, uHTS, fluorescence dequenching, primary screen (AID 1986); cell-free peptide binding, fluorescence dequenching, 30 min; higher % means a stronger effect; inhibition, % at 20 µM, or IC50 in µM where a hit was titrated; hit rate 0.3% among 290,000; in the data active = inhibition mostly above about 52%, no sharp cut-off; inactive = mostly below about 76%; note: some results filed as inactive read as strong as hits
NTR1 ag: NTR1-driven beta-arrestin-GFP spot formation – imaging, U2OS cells, high content, primary screen (AID 493036). P30989. agonist mode. activation, % at 20 µM. hit rate 0.17% among 330,000;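 active = activation at or above 40% of the spot to cytoplasm intensity ratio, with at least 20 cells analyzed; inconclusive = wells under 20 cells, flagged as cytotoxic or low count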;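 note: 0% = DMSO without peptide and 100% = 100 nM NTR1 peptide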
Target sequence (P30989 whole entry, looked up): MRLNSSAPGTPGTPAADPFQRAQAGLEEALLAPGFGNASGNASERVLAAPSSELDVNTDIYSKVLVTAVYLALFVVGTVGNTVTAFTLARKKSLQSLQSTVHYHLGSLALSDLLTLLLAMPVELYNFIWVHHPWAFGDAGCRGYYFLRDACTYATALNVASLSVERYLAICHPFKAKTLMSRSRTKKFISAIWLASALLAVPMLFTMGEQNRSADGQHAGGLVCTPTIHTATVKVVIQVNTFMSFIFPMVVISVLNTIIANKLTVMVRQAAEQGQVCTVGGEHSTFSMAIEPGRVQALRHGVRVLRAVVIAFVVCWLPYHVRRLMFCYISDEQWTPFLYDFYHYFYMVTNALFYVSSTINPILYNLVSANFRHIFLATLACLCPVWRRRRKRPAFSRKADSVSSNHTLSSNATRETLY
SIAH1 antagonists: Siah-1 peptide-binding antagonists, primary screen, biochemical, fluorescence polarization, rhodamine-plectin, uHTS (AID 1817); hit rate 0.02% among 290,000; Siah-1 / rhodamine-plectin peptide fluorescence polarization; higher % means a stronger effect; displacement, % at 20 µM; hits with a dose series show IC50 in µM;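 active = displacement of at least 50% at 20 µM, with a fluorescence ratio check between 0.3 and a set limit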;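 note: plate controls were Siah plus tracer with DMSO for no effect and tracer alone without Siah for full effect; strong numbers were not always called active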
GPR55 LPI antagonism: GPR55 antagonists blocking LPI-driven arrestin recruitment, primary screen, imaging, U2OS, beta-arrestin-GFP, LPI agonist (AID 2013); U2OS GPR55 beta-arrestin-GFP translocation imaging, LPI antagonism; higher % means a stronger effect; one-dose inhibition, % at 10 µM; IC50 in µM for titrated hits; hit rate 0.13% among 290,000;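 active = spots per cell inhibited over 60%, with over 100 cells counted and total cytoplasm intensity under 500,000; inconclusive = wells with under 100 cells, flagged as likely toxic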;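 note: U2OS cells stably carrying GPR55 and arrestin-GFP stimulated by 5 µM LPI near EC80; imaged beta-arrestin-GFP aggregate spots per cell after agonist stimulation; plate controls were LPI-stimulated DMSO wells for no effect and DMSO wells without LPI for full effect; some results filed as inactive read as strong as hits; confirmed hits need IC50 under 10 µM and bright autofluorescent wells are also inconclusive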
Dengue-2 NS5 capping: flavivirus cap methylation enzyme inhibition – biochemical, confirmation dose response, primary screen (AID 588689) | Dengue-2 NS5 methyltransferase capping enzyme assay, biochemical; higher % means a stronger effect | one-dose inhibition, % at 25 µM; IC50 in µM for titrated hits | hit rate 0.3% among 340,000; in the data active = a potency from the dose series; inconclusive = inhibition above about 29% without an active follow-up result
GPR55 beta-arrestin: GPR55 agonists via beta-arrestin recruitment, primary screen, imaging, U2OS cells, beta-arrestin-GFP redistribution (AID 1961). U2OS GPR55 beta-arrestin-GFP redistribution imaging; higher % means a stronger effect. one-dose activation, % at 10 µM; EC50 in µM for titrated hits. hit rate 0.048% among 290,000;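 active = activation above 40% with more than 50 cells counted in the well; inconclusive = wells holding fewer than 50 cells, flagged as toxic or sparse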;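 note: U2OS osteosarcoma cells stably expressing GPR55 and beta-arrestin-GFP; plate controls were DMSO negative control for no effect and LPI positive control for full effect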
AID2073: disruptors of CaV2.2 binding to Mint1 – biochemical, HTRF (AID 2073) | hit rate 0.19% among 290,000 | one-dose inhibition, % at 20 µM; IC50 in µM for titrated hits | HTRF protein-protein interaction, Mint1-CaV2.2; higher % means a stronger effect; in the data active = inhibition mostly above about 51%, no sharp cut-off; inconclusive = no clear call, values can overlap the other calls; inactive = mostly below about 53%; note: some results filed as inactive read as strong as hits
NTR1 ag cell count 20 µM: further read-out of NTR1 ag, marked with its call; cell count; measured here: cell count, cytotoxicity flag
Dengue-2 NS5 capping pilot replicate: second read-out of Dengue-2 NS5 capping, no call of its own (marks repeat the call); inhibition, %; measured here: pilot screen replicate inhibition
* marks the source's active call; other numbers are inactive results; ? = inconclusive; nt = not tested or not shown; [ ] = dose if it differs, or a comment.

SMILES	GPR35 arrestin U2OS	UTI89 phage lysis	HIV peptide binding	NTR1 ag	NTR1 ag cell count 20 µM	SIAH1 antagonists	GPR55 LPI antagonism	Dengue-2 NS5 capping	GPR55 beta-arrestin	AID2073	others
Cc1[nH]c2ccccc2c1/C=N/NS(=O)(=O)c1ccccc1	-10%	-0.1%	-0.5%	-0.7	27	-8%	20%	-26%	0.4%	-12%
Cc1ccc(C)c(N/N=C2\CCCNC2=O)c1	20%	-0.8%	4.5%	-1.3	54	5%	13%	-1%	-0.1%	-1%
Cc1[nH]c(=O)[nH]c(=O)c1S(=O)(=O)N1CCCC(C(=O)N2CCC(Cc3ccccc3)CC2)C1 (stereo unspecified)	-6%	2.8%	0.1%	4.6	50	3%	0%	-2%	-0.3%	6%
COc1ccccc1-c1cc(C(=O)N/N=C/c2cccs2)c2ccccc2n1	-10%	2.0%	1.3%	-4.6	88	2%	16%	2%	-0.1%	-6%
COc1ccccc1N(Cc1cc(=O)[nH]c2ccccc12)C(=O)c1ccccc1	-4%	0.0%	0.4%	4.6	62	1%	-1%	8%	0.5%	-6%
COc1ccc([N+](=O)[O-])cc1N(CC(=O)NCc1ccco1)S(C)(=O)=O	11%	0.0%	0.4%	1.5	42	4%	3%	4%	-0.1%	16%
CC1(C)Cc2c(cnn2-c2ccccc2)C(NC(=O)CCc2ccncc2)C1 (stereo unspecified)	-7%	-0.3%[50 µM]	1.6%	0.2	58	2%	0%	4%	-0.1%	26%
N#CCCNc1c(Cl)cc(Cl)cc1C(=O)O	2%	1.5%	4.1%	1.7	59	6%	12%	-7%	0.5%	-12%
CC1CCc2sc(C(=O)OCC(=O)NC(N)=O)cc2C1 (stereo unspecified)	-8%	3.5%	-0.8%	-0.3	55	5%	-15%	-8%	-0.3%	16%
CC1CCCN(CCCNC(=O)C2CCN(S(=O)(=O)N3CCC4(CC3)OCCO4)CC2)C1 (stereo unspecified)	2%	0.1%	-0.1%	0.0	65	5%	-11%	0%	-0.1%	0%
Cn1ccsc1=NC(=O)c1cccc(C#N)c1	3%	0.5%	-0.7%	0.4	29	0%	-15%	3%	-0.2%	-1%
CCC1(O)c2ccccc2-c2ncccc21 (stereo unspecified)	2%	0.2%	1.1%	-0.8	63	1%	27%	2%	0.3%	-3%
CC(C)(C)Nc1c([N+](=O)[O-])c(=O)sc2ccccc12	-3%	-0.9%	4.8%	2.0	76	-4%	10%	11%	-0.4%	-10%
C=CCNc1nnc(Cc2ccc(C(C)C)cc2)c(=O)[nH]1	8%	0.2%	-0.1%	0.6	71	8%	-17%	-5%	-0.1%	16%
O=C1CSC(=Nc2ccc(O)cc2)N1	-1%	0.2%	-1.1%	0.2	76	0%	-2%	-5%	0.0%	13%
CCCc1cc(C(=O)NCc2cccnc2)no1	10%	1.0%	-2.2%	-4.4	56	-3%	2%	2%	0.3%	-5%
Cc1cccc(NC(=O)c2nc[nH]c2C(=O)Nc2cccc(C)c2)c1	0%	-0.9%	3.2%	0.7	36	0%	9%	-4%	-0.6%	14%
CC1=C[C@H](C)[C@H](c2c(F)cccc2Cl)CC1=O	-9%	2.2%	0.0%	-2.2	107	4%	4%	-6%	-0.1%	2%
Cc1ccc(NC(=O)CCN2CCC(Cc3ccccc3)CC2)cc1	23%	0.4%	1.3%	2.9	46	1%	12%	-4%	-0.2%	-5%
O=C(/C=C/c1ccc(O)c(O)c1)O[C@H](Cc1ccc(O)c(O)c1)C(=O)O	2%	nt	47%	nt	nt	21%	-13%	nt	0.6%	11%
O=C(CCc1ccccc1)NNC(=O)Cc1ccccc1	17%	0.3%	1.4%	1.3	29	5%	-1%	nt	-0.1%	5%
CC(C)c1ccc(/C=N\NC(=O)c2ccc(Cn3cccn3)o2)cc1	-3%	-0.6%[50 µM]	0.4%	0.0	30	6%	6%	-1%	1.8%	-4%
COC(=O)C1=C(C)N(c2ccc(C)c(C)c2)/C(=C/c2ccc(O)cc2)C1=O	-3%	0.2%	-2.0%	15	76	-4%	5%	4%	-0.6%	2%
COc1ccc(-c2nnc(CSc3nc4ccccc4c(=O)n3C)o2)cc1OC	1%	-1.4%	1.9%	1.0	61	5%	-1%	0%	-0.1%	-4%
COc1ccc(N(C)C(=O)c2cc3c(s2)-c2c(C)cccc2OC3)c(OC)c1	-2%	0.9%	0.6%	4.8	62	-3%	11%	-5%	0.0%	0%
CCOC(=O)c1c(S(=O)(=O)NCC(C)c2ccccc2)c(C)n(C)c1C (stereo unspecified)	-12%	-2.0%	-0.2%	0.6	53	1%	4%	7%	-0.2%	-2%
COc1ccc(-n2c(SCC(=O)Nc3nccs3)nc3c(c2=O)SCC3)cc1	5%	-0.9%	-0.5%	3.7	60	-4%	8%	1%	-0.1%	-3%
C/C(Cc1ccccc1)=N\NC(=O)CNC(=O)c1ccccc1Cl	5%	-2.1%	0.1%	0.4	44	-4%	8%	-6%	0.2%	-7%
N=c1c(S(=O)(=O)c2ccc(Br)cc2)cc2c(=O)n3ccccc3nc2n1Cc1ccccc1	-9%	0.0%	20%	1.8	49	-4%	12%	?	0.3%	8%
CC(=O)Nc1ccccc1/C=C/c1ccc2c(C)cc(C)c(O)c2n1	1%	5.0%	-1.7%	8.4	62	-1%	2%	-5%	-0.3%	1%
N#Cc1ccccc1N=Cc1ccc(Br)cc1	8%	8.2%	0.3%	3.5	67	4%	-6%	-4%	0.7%	0%
CCn1nc(C)c(NC(=O)/C=C/c2ccc(OC)c(COc3ccc(Cl)cc3Br)c2)c1C	17%	0.2%	3.6%	-0.5	93	3%	-5%	-4%	-0.4%	20%
CCOC(=O)/C(=C/c1ccc(OC)cc1)NC(=O)c1ccco1	-8%	3.9%	-1.2%	nt	nt	1%	2%	-4%	-0.3%	-3%
Cn1c(CNC(=O)CCNC(=O)c2cccc(F)c2)cc(=O)n(C)c1=O	-2%	0.3%	-1.7%	-0.7	54	-1%	2%	-8%	-0.2%	-10%
C=CCNC(=S)/N=c1/scc(C)n1C	8%	0.0%	-1.4%	1.9	88	-3%	-1%	-4%	0.2%	-18%
c1ccc2c(c1)nc1n2CCN1CCN1CCCC1	-7%	0.2%	-0.2%	0.3	87	6%	-2%	-7%	0.0%	8%
O=[N+]([O-])c1cccc(-c2nn(-c3ccccc3)cc2CO)c1	-16%	0.1%	-2.0%	0.2	57	-2%	-8%	-8%	-0.1%	9%
Cc1noc(/C=C/c2ccccn2)c1[N+](=O)[O-]	5%	0.1%	-1.0%	4.9	56	3%	-4%	-24%	0.3%	14%
Cc1cc(Br)ccc1OCC(=O)NC1CCCC1	-9%	-0.1%	1.7%	1.5	44	5%	3%	3%	-0.1%	-6%
CCOc1ccc(OCC)c(S(=O)(=O)N2CCCCC2C)c1 (stereo unspecified)	16%	-0.4%	-1.5%	0.4	73	-3%	-5%	-3%	0.2%	-4%	Dengue-2 NS5 capping pilot replicate=-7.0
CC(C)CCNC(=O)c1cc(-c2ccco2)nc2ccccc12	-5%	0.2%	6.9%	5.3	67	2%	-7%	-8%	0.2%	19%
CN(C)CCNc1nc(-c2ccco2)c2c(c1C#N)CC(C)(C)OC2	-3%	2.4%	0.3%	-1.8	82	4%	-11%	0%	0.0%	15%	Dengue-2 NS5 capping pilot replicate=-3.6
Cc1ccc(S(=O)Cc2ccc(C(=O)N3CCN(C4CCCCC4)CC3)o2)cc1 (stereo unspecified)	16%	0.1%	1.5%	1.5	57	13%	10%	4%	0.3%	10%
N#CC(C#N)=Cc1cn(-c2ncc(C(F)(F)F)cc2Cl)c2ccccc12	25%	-0.1%	0.2%	3.0	68	-6%	12%	23%	-0.3%	2%
CCc1ccc(NC(=O)COC(=O)/C=C/c2c(C)nn(C3CCS(=O)(=O)C3)c2Cl)cc1 (stereo unspecified)	-6%	0.2%	-2.8%	3.0	36	5%	12%	-20%	0.5%	-14%

The closing 4 entries of the part above come first, to join the parts:
SMILES	GPR35 arrestin U2OS	UTI89 phage lysis	HIV peptide binding	NTR1 ag	NTR1 ag cell count 20 µM	SIAH1 antagonists	GPR55 LPI antagonism	Dengue-2 NS5 capping	GPR55 beta-arrestin	AID2073	others
CN(C)CCNc1nc(-c2ccco2)c2c(c1C#N)CC(C)(C)OC2	-3%	2.4%	0.3%	-1.8	82	4%	-11%	0%	0.0%	15%	Dengue-2 NS5 capping pilot replicate=-3.6
Cc1ccc(S(=O)Cc2ccc(C(=O)N3CCN(C4CCCCC4)CC3)o2)cc1 (stereo unspecified)	16%	0.1%	1.5%	1.5	57	13%	10%	4%	0.3%	10%
N#CC(C#N)=Cc1cn(-c2ncc(C(F)(F)F)cc2Cl)c2ccccc12	25%	-0.1%	0.2%	3.0	68	-6%	12%	23%	-0.3%	2%
CCc1ccc(NC(=O)COC(=O)/C=C/c2c(C)nn(C3CCS(=O)(=O)C3)c2Cl)cc1 (stereo unspecified)	-6%	0.2%	-2.8%	3.0	36	5%	12%	-20%	0.5%	-14%
COc1ccc(F)cc1C(=O)C1CCCN(Cc2ccc(Sc3nncn3C)o2)C1 (stereo unspecified)	8%	0.0%	0.7%	-0.4	84	-1%	9%	-7%	-0.1%	3%
O=C(CCC1CCCC1)N[C@@H](Cc1ccc(O)cc1)C(=O)O	-5%	-1.6%	1.4%	-1.9	93	-4%	3%	2%	0.7%	-2%
COc1cc(C(C(=O)NC(C)(C)C)N(C(=O)CNC(=O)c2cccs2)c2ccc(C(C)C)cc2)cc(OC)c1OC (stereo unspecified)	7%	0.6%	-2.4%	nt	nt	-4%	-2%	-3%	-0.1%	-10%
CC1CCN(CCCNC(=O)C2CCN(S(=O)(=O)N3CCCCC3)CC2)CC1	-10%	0.3%	-0.1%	-0.6	63	-6%	7%	-1%	-0.1%	-2%
S=C(Nc1ccc(CN2CCCCC2)cc1)Nc1cccc(Cl)c1Cl	1%	1.3%[50 µM]	-0.7%	0.1	60	11%	5%	-5%	0.6%	35%
O=C(c1cccc(Cl)c1)N1CCN(C(=O)c2ccccc2F)CC1	-5%	7.5%	-0.7%	-1.9	31	-1%	1%	-3%	-0.4%	-3%
O=C(/C=C(\c1ccccc1)n1cncn1)c1ccccc1	-7%	1.3%	-2.0%	-0.6	45	-4%	10%	1%	-0.2%	0%
